PKA-R1A act – activators of PKA-R1A holoenzyme, primary screen, biochemical, fluorescence polarization, Cy5-IP20, bovine R1A, mouse PKAc; activation, % at 11.4 µM; hit rate 0.083% among 340,000; PKA-R1A dissociation; scaled: DMSO 0%, 113 µM cGMP 100%;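 active = percent activation above the mean of all tested compounds plus 3 SD, cut at about 19% in these data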;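 note: higher means more PKAc released from R1A so a rise in polarization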
Pemphigus Ab inh – inhibitors of pemphigus antibody binding to DSG3, primary screen, biochemical, bead-based, flow cytometry, scFv-GFP; Desmoglein-3 (Homo sapiens), P32926; DSG3-coupled beads, scFv-anti-DSG3-GFP binding; hits give low values; binding (percent of control), % at 10 µM; hit rate 0.48% among 310,000; AID 588358, 2011;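 active = binding more than 3 SD below its plate's average and above zero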;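 note: hits lower antibody fragment binding to DSG3; some compounds called inactive have numbers as strong as hits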
Target sequence (P32926 whole entry, looked up, the tested form may be a part): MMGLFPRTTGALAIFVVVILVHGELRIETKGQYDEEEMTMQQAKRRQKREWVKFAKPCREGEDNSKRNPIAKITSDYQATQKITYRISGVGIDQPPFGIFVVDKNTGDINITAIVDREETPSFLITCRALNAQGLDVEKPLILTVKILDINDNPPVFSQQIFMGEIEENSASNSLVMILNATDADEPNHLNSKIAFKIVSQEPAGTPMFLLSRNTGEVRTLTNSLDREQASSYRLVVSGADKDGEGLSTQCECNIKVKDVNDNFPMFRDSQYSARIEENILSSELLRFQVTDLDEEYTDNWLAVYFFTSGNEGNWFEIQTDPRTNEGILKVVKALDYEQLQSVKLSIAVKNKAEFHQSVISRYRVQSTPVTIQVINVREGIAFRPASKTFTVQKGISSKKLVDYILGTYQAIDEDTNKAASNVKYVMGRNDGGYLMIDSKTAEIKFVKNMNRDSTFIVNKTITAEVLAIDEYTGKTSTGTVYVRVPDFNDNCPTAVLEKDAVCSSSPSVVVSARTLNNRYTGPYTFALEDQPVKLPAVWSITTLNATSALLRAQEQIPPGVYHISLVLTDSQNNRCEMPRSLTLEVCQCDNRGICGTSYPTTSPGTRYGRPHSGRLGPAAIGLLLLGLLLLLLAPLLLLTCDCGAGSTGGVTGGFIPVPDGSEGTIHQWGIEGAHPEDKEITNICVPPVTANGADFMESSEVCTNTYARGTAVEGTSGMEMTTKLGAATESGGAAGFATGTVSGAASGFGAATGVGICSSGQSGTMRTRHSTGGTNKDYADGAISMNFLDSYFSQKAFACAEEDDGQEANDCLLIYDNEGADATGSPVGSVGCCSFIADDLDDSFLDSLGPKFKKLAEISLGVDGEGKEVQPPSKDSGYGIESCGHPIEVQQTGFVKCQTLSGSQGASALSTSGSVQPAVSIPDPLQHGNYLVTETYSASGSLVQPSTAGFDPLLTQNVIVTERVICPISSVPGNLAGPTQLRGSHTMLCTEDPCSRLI
SUMO Mot1 rescue – yeast Mot1-301 growth rescue at high temperature, primary screen, SUMOylation pathway inhibitor project, S. cerevisiae, ATP luminescence, 38.5C; S. cerevisiae Mot1-301 growth rescue; percent above DMSO median, 100 means doubled; growth rescue, % at 18.8 µM; hit rate 1% among 320,000;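 active = every valid replicate shows activation above 250% relative to neutral control wells; inactive = the rest, any valid replicate at or below 250%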;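 note: OY570 slx delta 5 strain wells were the positive control but not used for scaling; some compounds called inactive have numbers as strong as hits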
Tat export inh – E. coli Tat export inhibitors, primary screen, MC4100, TorA-mCherry reporter, fluorescence, single point | inhibition, % at 10 µM | hit rate 0.036% among 340,000;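 active = mean replicate inhibition at least 50% and at least half of replicates individually reaching 50%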;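 note: exported cargo escapes ClpAP degradation while cytoplasmic cargo is degraded and loses fluorescence; 0% = median of neutral control wells and 100% = median of NaSCN control wells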
Arrestin-AP2 inh – inhibitors of beta-arrestin/AP2 binding, primary screen, biochemical, GPCR trafficking, flow cytometry; beta-arrestin 1 C-terminal peptide binding to AP2 beta2-adaptin appendage (human); FITC-arrestin peptide / GST-AP2 beads; AP2 beta2 appendage carries R879A mutation; inhibition, % at 10 µM; hit rate 0.31% among 340,000; AID 504490, 2011;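 active = inhibition above a set limit, near 3 SD of compounds lacking own fluorescence, cut at about 54% in these data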;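 note: plate controls were DMSO wells for no effect and 5 µM unlabelled arrestin peptide for full effect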
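Measured by: flow cytometry, FL1 (488/535 nm); Material: AP2 appendage R879A on GSH beads; Evaluation: percent response; Timing: pre-incubation 12 min, peptide binding 1 h, room temperature; Also added: 50 nM FITC-arrestin peptide; Medium: PBS with 0.05% Tween 20 and 0.1% BSA.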
AddAB inh – growth inhibition of E. coli expressing H. pylori AddAB, primary screen, AddAB inhibitor project, absorbance | hit rate 0.29% among 330,000 | inhibition, % at 11.9 µM; in the data active = inhibition above about 12%;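 note: 0% = vehicle wells of infected cells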
PfHsp90 yeast 2 – growth inhibition of PfHsp90-expressing yeast, primary screen, antimalarial PfHsp90 inhibitor project, S. cerevisiae, BacTiter-Glo luminescence, single point, set 2; inhibition, % at 9.4 µM; BacTiter-Glo ATP, 48 h; yeast lacking PDR1 and PDR3 efflux regulators; hit rate 0.32% among 310,000;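 active = every replicate shows inhibition above about 80%, whatever the replicate mean, limit read from the data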;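 note: 0% = DMSO neutral controls and 100% = 20 µM radicicol positive controls; yeast relying on Plasmodium falciparum Hsp90 in place of its own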
MOR-DOR ag – agonists of OPRM1-OPRD1 heterodimerization, primary screen, cell-based, luminescence; Mu-type opioid receptor (Homo sapiens) + Delta-type opioid receptor (Homo sapiens), …; cells; activation, % at 9.3 µM; hit rate 0.3% among 340,000; in the data active = activation above about 18%;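 note: 0% = vehicle-treated cells and 100% = reference agonist; values of inactives mirror those of a sister screen read the other way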
Ecoli viability – E. coli V3065 growth inhibition, primary screen, counter-screen for AddAB inhibitor project, absorbance, OD600 | 18 h | inhibition, % at 11.9 µM | hit rate 0.27% among 330,000 | AID 449728, 2010;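 active = inhibition above the campaign's mean inhibition across all tested compounds plus 3 SD, cut at about 9.9% in these data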;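 note: uninfected addAB+ strain grown without phage in ampicillin broth; 0% = DMSO wells and 100% = ciprofloxacin 0.95 µg/ml wells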
OPRM1-OPRD1 inv – inverse agonists of MOR-DOR heterodimerization, primary screen, cell-based, luminescence; cell-based MOR-DOR heterodimer luminescence, inverse agonism; inhibition, % at 9.3 µM; hit rate 0.21% among 340,000; AID 504357, 2011; in the data active = inhibition above about 22%, passing the limit was not always enough;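 note: 0% = cells with DMSO and 100% = wells without cells with DMSO; values of inactives mirror those of a sister screen read the other way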
phage Ecoli inh – growth loss of phage-infected E. coli, primary screen, RecBCD inhibitor project, absorbance, with phage, HTS; inhibition, % at 11.9 µM; hit rate 0.26% among 360,000; in the data active = inhibition above about 11%
* marks the source's active call; other numbers are inactive results; / = no result given.

SMILES	PKA-R1A act	Pemphigus Ab inh	SUMO Mot1 rescue	Tat export inh	Arrestin-AP2 inh	AddAB inh	PfHsp90 yeast 2	MOR-DOR ag	Ecoli viability	OPRM1-OPRD1 inv	phage Ecoli inh
CCOc1ccc(NS(=O)(=O)c2ccc3c(c2)n(C)c(=O)n3C)cc1	-17	97	25	0	-16	3.3	-17	-0.9	0.3	4	1.6
CCCC(=O)NNC(=O)Nc1ccccc1	4	99	7	-4	-24	-0.7	/	-0.2	-3.2	1	/
O=C(Nc1cccc(NC(=O)c2ccccc2Cl)c1)c1ccc([N+](=O)[O-])o1	-2	93	-33	-24	31	13*	-19	7.8	11*	-43	9.2
COc1ccc(OCc2nnc(SCC(=O)Nc3nnc(C4CC4)s3)n2C)cc1	7	103	8	7	-1	2.8	14	-1.4	1.4	7	2.0
Cc1cc(C(=O)CSc2ccc(Cl)cc2)cc(C)c1OC(=S)N(C)C	3	101	0	1	11	2.4	0	-0.6	3.0	3	2.9
Cc1cc(C)n2nc(SCn3nnc4ccccc4c3=O)nc2n1	5	91	7	-6	4	1.1	-11	4.4	1.9	-27	2.8
COC(=O)C1=C(C(=O)OC)[C@@H]2N(C)c3ccc(OC)cc3[C@@]23C[C@@H](C(=O)OC)N(C(=O)c2cccs2)C3=N1	-1	101	-15	2	30	3.2	6	-0.6	1.0	3	/
CCCCN(C)Cc1cc(=O)oc2cc3c(cc12)CCCC3	-1	104	-11	5	35	0.9	-4	2.4	-0.3	-13	5.4
OCCOc1ccc(CN2CCCC(N3CCN(c4ccc(F)cc4)CC3)C2)cc1 (stereo unspecified)	-14	93	-9	14	13	4.2	-6	-1.6	-2.1	7	0.0
S=C1NCN(Cc2ccco2)CN1Cc1ccco1	2	109	22	6	4	0.1	-6	-2.3	1.3	12	-0.9
CCn1c(-c2ccccc2)c(C(=O)CC#N)c2ccccc21	-4	105	373*	10	6	1.0	-33	-1.8	-0.9	9	4.1
O=C(CN1CCCC1)N/N=C/c1c(O)ccc2ccccc12	-5	106	8	-2	-3	-3.8	-6	0.0	-3.7	0	-4.0
O=C(NCC(=O)N(c1ccc(F)cc1)C(C(=O)NC1CCCCC1)c1ccncc1)c1ccco1 (stereo unspecified)	-5	108	12	-6	-6	3.2	13	-2.3	-1.6	12	1.4
O=C(Nc1ccc2c(c1)OCO2)C1CCCN(c2nc3ccccc3s2)C1 (stereo unspecified)	-11	/	1	1	5	1.3	4	-1.3	0.7	7	/
CCOC(=O)c1ccccc1-c1cn2cc(Cl)ccc2n1	-5	93	-4	0	-6	-0.8	-33	0.4	0.4	-3	1.1

Exported bar-delimited: entries from further up.
Compound | PKA-R1A act | Pemphigus Ab inh | SUMO Mot1 rescue | Tat export inh | Arrestin-AP2 inh | AddAB inh | PfHsp90 yeast 2 | MOR-DOR ag | Ecoli viability | OPRM1-OPRD1 inv | phage Ecoli inh
OCCOc1ccc(CN2CCCC(N3CCN(c4ccc(F)cc4)CC3)C2)cc1 (stereo unspecified) | -14 | 93 | -9 | 14 | 13 | 4.2 | -6 | -1.6 | -2.1 | 7 | 0.0
O=C(NCC(=O)N(c1ccc(F)cc1)C(C(=O)NC1CCCCC1)c1ccncc1)c1ccco1 (stereo unspecified) | -5 | 108 | 12 | -6 | -6 | 3.2 | 13 | -2.3 | -1.6 | 12 | 1.4

(more compounds)
SMILES	PKA-R1A act	Pemphigus Ab inh	SUMO Mot1 rescue	Tat export inh	Arrestin-AP2 inh	AddAB inh	PfHsp90 yeast 2	MOR-DOR ag	Ecoli viability	OPRM1-OPRD1 inv	phage Ecoli inh
O=C(CCN1C(=O)COc2ccccc21)NCc1ccco1	4	100	14	4	0	0.6	4	-1.4	0.5	8	0.6
CCCN1CCC(NC(=O)CC2C(=O)NCCN2Cc2cccc(OC)c2)CC1 (stereo unspecified)	6	108	-12	6	30	2.3	2	-4.5	2.5	15	3.5
CC(C)NC(=O)N(C)C[C@@H]1Oc2ccc(NC(=O)Nc3ccc(C(F)(F)F)cc3)cc2CC(=O)N([C@H](C)CO)C[C@@H]1C	-14	99	-7	-4	22	0.1	0	-2.0	-2.4	11	3.3
O=C(CN1CCN(Cc2ccccc2)CC1)N=Nc1c(O)[nH]c2ccccc12	-10	101	8	5	52	2.7	-13	-1.5	0.3	8	0.7
COc1cc(Nc2c3ccccc3nc3ccccc23)cc(OC)c1OC	-8	120	6	3	-18	0.0	-28	-0.4	-0.5	2	1.8
COc1ccc(/C=C\C(=O)c2c(O)ccc3c(C)cc(=O)oc23)cc1OC	-2	107	97	3	4	3.8	-18	8.2	0.6	-35	1.6
COc1ccc(C)cc1NC(=O)CSCc1ccccc1C	8	103	2	5	40	-3.0	-8	2.4	-1.8	-12	0.3
C[C@@H](C(=O)NCc1ccccn1)[C@H]1C[C@]1(C)[C@H](NC(=O)OCc1ccccc1)c1ccccc1	-1	102	-2	8	2	3.1	16	-2.7	-0.2	15	4.1
O=C(COC(=O)c1n[nH]c2ccccc12)c1ccc(F)c(F)c1	-2	95	5	2	5	-0.5	/	3.9	-1.0	-21	-1.8
CC(=O)C[C@H]1c2cc(C(F)(F)F)ccc2S(=O)(=O)N1Cc1ccccc1	5	104	15	2	8	4.9	29	-2.1	2.1	13	1.4
CCOC(=O)c1oc2cccc(O)c2c1CN1CCOCC1	3	/	-8	-6	3	-1.0	/	-2.8	-0.6	16	2.8
Cn1c(=O)n(C/C=C/c2ccccc2)c(=O)c2c1nc1n2CCCN1c1ccc(F)cc1	-3	/	1	6	-2	4.3	-16	-1.0	1.7	6	1.7
Cc1nnc(NC2(C(F)(F)F)C(=O)Nc3c2c(=O)n(C)c(=O)n3C)s1 (stereo unspecified)	-25	116	-8	-14	30	3.6	-37	-3.8	2.3	17	1.6
Cc1ccc(OCCNC(=O)CNC(=O)c2ccc(C)c(C)c2)cc1	-9	107	-5	-13	-4	0.2	7	1.3	1.3	-9	3.2
O=c1[nH]c(C(Cl)Cl)nc2sc3c(c12)CCN(Cc1ccccc1)C3	-10	130	7	-9	-1	3.2	-27	-0.6	-1.2	4	3.1
CCC(C)[C@H](NS(=O)(=O)c1ccc(C)cc1)C(=O)N1CCC(C(=O)N2CCC(C(=O)OC)CC2)CC1 (stereo partly specified)	-4	95	12	-4	0	3.4	5	-1.1	-2.7	6	2.6
CC(C)[C@@H](N)C(=O)NCC1CCC(C(=O)N[C@@H](Cc2ccccc2)C(=O)O)CC1 (stereo partly specified)	-10	106	6	0	11	0.6	0	-0.7	-1.7	3	1.4
Cc1cc(C)c(NC(=O)COc2cccnc2[N+](=O)[O-])c(C)c1	-2	103	3	-1	15	4.8	2	-3.0	-0.3	16	0.3
COc1ccc2nc(NC(=O)c3ccc([N+](=O)[O-])o3)sc2c1	-12	86	-1	-13	-6	11	2	3.1	7.7	-15	6.7
COC(=O)c1cc(OC)c(OC)cc1NC(=S)Nc1cccc(C(C)=O)c1	-3	111	-17	0	6	6.2	-30	-4.5	-0.3	24	0.6
Cc1ccccc1NC(=O)Cc1nc(COC(=O)c2cc(Br)ccc2O)cs1	1	95	3	1	1	2.4	-20	4.7	1.4	-20	4.0
COCCN1C=C(C(=O)OC)C(c2ccc(Cl)cc2)C(C(=O)OC)=C1	-6	106	-17	5	-16	0.8	-11	-2.1	2.6	11	3.0
CCCCN(CC)CCNC(=O)c1nn(-c2ccc(OC)cc2)c(=O)c2c1c1ccccc1n2C	-1	94	3	6	19	-0.2	-13	-2.8	-1.3	14	3.4
Cn1c(=O)c(C(=O)NCCCc2ccccc2)c(O)c2ccccc21	-4	108	212	1	-1	/	32	-0.9	/	5	6.2
COc1ccc(C2C(C#N)=C(C)NC3=C2S(=O)(=O)c2ccccc23)cc1 (stereo unspecified)	4	96	-26	0	18	-0.3	-4	-2.3	-1.3	14	3.1
COc1ccc(Oc2nc(-c3ccccn3)ncc2OC)cc1	-7	98	-7	2	38	-2.4	4	-2.0	-2.6	10	0.0
COc1ccc(OC)c(NC(=O)c2oc3ccccc3c2NC(=O)C2CC2)c1	-9	110	-5	1	8	1.3	-15	1.0	0.2	-4	-1.0
COc1ccc(C(=O)Nc2ccnn2C2CCN(Cc3cnn(C)c3)CC2)cc1	-10	/	-19	0	-5	1.7	6	-1.8	2.1	9	1.0
COC(=O)c1sc(NC(=O)COc2ccc(C)cc2)nc1C	-8	97	4	-4	1	1.8	-2	0.6	0.1	-3	2.7
NS(=O)(=O)c1ccccc1NC(=S)Nc1ccccc1S(N)(=O)=O	9	114	-2	2	50	-2.9	-11	0.5	-1.1	-3	-0.1
O=S(=O)(c1ccccc1Cl)N1CCCC1c1nc(-c2ccc(Cl)cc2)no1 (stereo unspecified)	-7	/	188	-7	-4	0.9	21	1.9	3.5	-12	2.2
Cc1c(C2(O)CCCCC2)[nH]c2ncccc12	5	99	-5	-4	1	2.4	18	-0.2	-1.0	1	1.9
O=C(CC1CCCC1)Nc1cccc(Br)c1	6	96	-10	-1	14	1.8	-15	5.5	1.9	-34	1.1
CCOC(=O)c1c(NC(=O)CC)sc(C(=O)NC2CCCC2)c1C	-3	119	-27	-2	-9	2.7	-20	0.7	-3.7	-6	1.4
O=S(=O)(c1cccs1)N1CN(Cc2ccc(Cl)cc2)c2nc3ccccc3nc21	-7	115	22	-3	13	3.0	-13	-1.5	1.8	8	4.2
COc1ccc2cc(C(=O)NCC(=O)O)sc(=O)c2c1OC	-8	104	/	4	-2	/	-4	-2.2	/	11	0.2
O=[N+]([O-])c1ccc(CS(=O)(=O)N2CCN(c3ccccc3)CC2)cc1	-17	118	6	8	1	4.9	0	1.3	0.4	-10	-0.9
CN(N)c1nc(-c2ccccc2)nnc1C(F)(F)F	6	100	1	-7	2	3.2	/	-3.3	1.5	17	0.9
O=C(c1ccco1)N1CCN(Cc2cccc3ccccc23)CC1	-8	/	226	-3	24	3.5	15	0.1	1.9	-1	-2.7
CCn1c(SCC(=O)OC)nnc1-c1ccccc1	-5	95	15	-1	6	2.7	2	-3.2	-0.9	16	4.1
O=C(Nc1cnn(Cc2ccc(F)cc2)c1)C(c1ccccc1)c1ccccc1	-3	104	/	14	3	1.9	-23	3.7	-0.7	-19	-0.7
O=C(O)c1cccnc1SCc1cccc(Cl)c1	-5	97	/	1	7	0.0	2	-1.6	-0.8	9	0.8
Cc1ccc(S(=O)(=O)N2CCCC2C(=O)n2nc(C)cc2C)cc1 (stereo unspecified)	5	90	/	5	9	1.0	6	-1.4	-3.0	8	3.5

Screens deposited in PubChem by several laboratories.
